Cycloheximide cs – affects cycloheximide protein synthesis inhibition readout, counter-screen | cell reporter, cycloheximide protein synthesis inhibition counterscreen | AID 2314 | 300,000 compounds, 12% hits | max response, %; in the data active means max response mostly above about 13%, no sharp cut-off; inactive means mostly below about 14%; further: read at 38.3 µM for the half of the compounds with a filed dose; 0% is about no effect
Pf growth 48h – inhibits P. falciparum growth in the first generation, 48 h; P. falciparum luciferase growth in erythrocytes, 48 h; Potency, µM (top dose mostly 28.7 µM), inactives show top-dose activity change, negative = inhibition, most hits filed as inhibitors; 310,000 compounds, 5.9% hits; AID 504832; further: potency means the concentration at half of the fitted maximal effect; on the % scale 0 is the no-effect control and ±100 the full control effect
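Luminescence readout; reporter = integrated firefly luciferase in P. falciparum. RBC culture at 2% hematocrit, 0.1% parasitemia final, 37 C/5% CO2; decreased signal taken as growth inhibition.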
Shiga inhibitor – Shiga toxin inhibition; 290,000 compounds, 9.2% hits; Vero cells, Shiga toxin protein synthesis inhibition reporter; inhibition, % at 38.7 µM; in the data active means inhibition mostly above about 28%, no sharp cut-off; inactive means mostly below about 43%; further: 0% is about no effect
Sm TGR block – blocks Schistosoma mansoni thioredoxin glutathione reductase. Q962Y6. purified TGR, DTNB reduction, TNB absorbance 405 nm. Potency, µM (doses to about 114 µM), for the others: top-dose activity change, negative = inhibition, actives largely listed as inhibitors. 360,000 compounds, 3% hits; further: potency means the concentration at half of the fitted maximal effect; on the % scale 0 is the no-effect control and ±100 the full control effect; nearly all actives have a fitted effect of over 60% in size
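First, TGR (20 nM dispensed) and NADPH were mixed with compound. Second, a 15 min room-temperature incubation followed. Third, further NADPH and then DTNB were added to start the reaction. Finally, TNB absorbance was monitored kinetically.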
Giardia FBPA inh – blocks Giardia fructose-bisphosphate aldolase activity. Potency, µM (series often up to 59.6 µM), for the others: top-dose activity, negative = inhibition, most hits filed as inhibitors. A8B2U2. 290,000 compounds, 0.71% hits. purified Giardia FBPA; further: potency means the concentration at half of the fitted maximal effect; on the % scale 0 is the no-effect control and ±100 the full control effect; nearly all actives have a fitted effect of over 55% in size
Target sequence (A8B2U2 whole entry, looked up): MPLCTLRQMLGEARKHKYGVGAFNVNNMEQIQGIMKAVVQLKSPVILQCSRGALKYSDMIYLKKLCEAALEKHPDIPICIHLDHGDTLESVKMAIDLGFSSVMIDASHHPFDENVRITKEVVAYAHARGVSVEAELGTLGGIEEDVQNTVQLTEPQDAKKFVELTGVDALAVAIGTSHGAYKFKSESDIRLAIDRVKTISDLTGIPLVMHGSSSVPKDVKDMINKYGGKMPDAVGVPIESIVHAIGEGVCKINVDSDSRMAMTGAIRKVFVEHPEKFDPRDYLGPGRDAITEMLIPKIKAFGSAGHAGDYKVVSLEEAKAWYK
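40 nM FBPA preincubated 10 min at RT with compound (up to 57.5 uM final), then substrate plus GAPDH/TPI/NAD/arsenate coupling and diaphorase/resazurin added. Fluorescence read after 20 min at RT, 525/598 nm.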
Pf growth 96h – P. falciparum growth inhibition at 96 hours; P. falciparum luciferase reporter growth, 96 h; Potency, µM (highest dose often 28.7 µM), for the others: top-dose activity change, negative = inhibition, usual class: inhibitors; 320,000 compounds, 6.9% hits; AID 504834; further: potency means the concentration at half of the fitted maximal effect; on the % scale 0 is the no-effect control and ±100 the full control effect
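Compounds incubated with erythrocytes infected by luciferase-expressing P. falciparum (2% hematocrit, 0.05% parasitemia final) for 96 hours, 37 C in 5% CO2. Growth inhibition scored as decreased luciferase luminescence.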
Active calls of the source: *; ? = inconclusive; · = not tested or not shown; [ ] = dose if it differs, or a comment. Unless noted, the call rests on the fitted dose curve; in most records, active means well fitted curve in the direction sought with a large enough effect; inconclusive means small, poorly fitted or top-dose-only effect, or another doubt; inactive means no such curve, though single readings can be large; an effect the other way counts as inactive or inconclusive.

No. | Compound | Cycloheximide cs | Pf growth 48h | Shiga inhibitor
1 | CCOc1ccc(S(=O)(=O)N2CCC(C(=O)N3CCOCC3)CC2)cc1Cl | -5 | -4% | -2
2 | O=C(Cc1cccs1)NC1CCCC1 | -3 | 35%[activator] | -10
3 | CC(C)[C@H](NC(=O)OC(C)(C)C)c1nnc(S(=O)(=O)Cc2c(F)cccc2Cl)o1 | 34* | -3% | 42
4 | COc1cccc(C(=O)Cn2c(=N)n(C)c3ccccc32)c1 | 31* | 62%[activator] | 30
5 | C#CCSc1nnc(-c2sc3ccccc3c2Cl)o1 | 47* | 171%[activator] | 89*
6 | O=C(COc1ccc2c(c1)OCO2)Nc1cccc(F)c1 | 35* | 161%[activator] | 101*
7 | O=C(/C=C/c1c(F)cccc1Cl)c1ccc(O)cc1 | 24* | 4% | 58*
8 | N#Cc1ccc(-c2ccco2)nc1SCc1ccccc1 | -4 | 1% | -17
9 | CCCCCn1nc(C(=O)N2CCc3ccccc32)c2ccccc2c1=O | · | 10µM* | ·
10 | Cc1nn(-c2ccccc2)c(C)c1/C=N/Nc1nc2ccccc2[nH]1 | 82* | 0.59µM* | 149*
11 | O=C(NC(=S)N(Cc1ccccc1)c1ccccn1)C1CC1 | 13* | 44%[activator] | 4
12 | ClCCN1C2=NCCCN2c2ccccc21 | -6 | -18% | -20
13 | O=C1/C(=C/Nc2ccc3c(c2)OCO3)CCc2ccccc21 | 15 | · | 6
14 | Cc1cc(NC(=O)CSCC(=O)N(c2cccc(Cl)c2)C(C(=O)NC2CCCCC2)c2ccc(O)c(O)c2)no1 (configuration not stated) | 1 | ? | 13
15 | O=C(NCc1ccccc1)C12CC3CC(CC(Cl)(C3)C1)C2 | -3 | 12% | 2

No. | Sm TGR block | Giardia FBPA inh | Pf growth 96h
1 | 6% | 4% | 9%
2 | 47%[activator] | 0% | 16%
3 | 1µM* | 3% | ·
4 | -2% | 8% | 29%
5 | 53%[activator] | 0% | 14%
6 | 4% | -4% | 8%
7 | 40µM* | 5% | ?
8 | ? | 0% | -4%[5.75 µM]
9 | 3% | · | ?
10 | -6% | 20µM* | ?
11 | -5% | -19% | 0%
12 | 8%[57.1 µM] | 0% | 37%[activator]
13 | ? | 14µM* | -97%
14 | -15% | ? | 9.3µM*
15 | -1% | -3% | 46%[activator]

No. | Compound | Cycloheximide cs | Pf growth 48h | Shiga inhibitor
16 | CCOc1cc(/C=N/NC(=O)CNc2cccc(C)c2)ccc1OC(=O)c1ccccc1 | -6 | -7% | -5
17 | Cc1c(-c2nc(-c3ccc(C(F)(F)F)cc3)no2)n(C)oc1=O | 70* | 175%[activator] | 129*
18 | CCOC(=O)C1(Cc2ccc(OC)cc2)CCN(C(=O)C2CC(=O)N(C3CC3)C2)CC1 (configuration not stated) | 14 | 6% | 37
19 | O=C(O)c1ccccc1-c1ccc(/C=C2\SC(=O)N(c3ccccc3)C2=O)o1 | 15* | 98%[activator] | ·
20 | c1ccc2c(Cn3ccnc3)c[nH]c2c1 | -1 | 7% | -13
21 | CCOC(=O)c1nc(C)n(-c2ccc(Cl)cc2Cl)n1 | -1 | -16% | 2
22 | Cc1nn2cc(-c3ccc(Cl)cc3)nc2s1 | 59* | 272%[activator] | 112*
23 | COC(=O)c1ccc([C@H]2CC(=O)O2)cc1 | 5 | 0% | 3
24 | O=C(CNC(=O)c1cc(Cl)nc2ccccc12)Nc1ccccc1Br | · | ? | ·
25 | CN(Cc1ccccc1)C(=O)Cn1c(=O)oc2cc(S(=O)(=O)N3CCCC3)ccc21 | -4 | · | -8
26 | CC(C)CN(CC(C)C)C(=O)CN1C(=O)NC2(CCc3ccccc3C2)C1=O (configuration not stated) | -2 | 4% | -6
27 | COc1cccc(C(=O)NC(=S)Nc2ccccc2N2CCOCC2)c1 | -2 | 15% | 5
28 | N#Cc1c(N)nc2c(c1-c1ccccc1)CCC2 | 20 | 1% | 29
29 | COc1cccc(C2=CC(c3ccc(OC)c(OC)c3)NC(=S)N2)c1 (configuration not stated) | 0 | 10µM* | 11
30 | COC(=O)c1c(-c2ccccc2)csc1NC(=O)CSc1ncnc2sc(C)c(C)c12 | -1 | ? | 1

No. | Sm TGR block | Giardia FBPA inh | Pf growth 96h
16 | 0% | -6% | 82%[activator]
17 | 13% | 3% | 126%[activator]
18 | 1% | 4% | -11%
19 | -3% | -3% | ?
20 | -4% | -4% | ?
21 | -8% | 1% | -1%
22 | 4% | -9% | 72%[activator]
23 | -14% | 9% | -22%
24 | 1% | · | ?
25 | -18% | 1% | -41%
26 | 17% | -1% | 5%
27 | 2% | · | ?
28 | · | -6% | 34%
29 | -24% | -1% | ?
30 | 16% | · | ?

No. | Compound | Cycloheximide cs | Pf growth 48h | Shiga inhibitor
31 | Cc1ccc2nsnc2c1N(S(C)(=O)=O)S(C)(=O)=O | -1 | 0% | -25
32 | COc1ccc(-c2nc(N)nc(C)c2Oc2ccccc2Br)c(O)c1 | -4 | ? | 5
33 | Cc1ccccc1OCC(=O)Nc1ccc(S(=O)(=O)Nc2ccccn2)cc1 | 1 | 5% | -11
34 | CCCC(C)C(=O)Nc1ccc(S(=O)(=O)N2CCCC2)cc1 (configuration not stated) | -4 | -14% | 2
35 | COc1cccc(OCc2cc(C(=O)NCc3cnc4ccccn34)no2)c1 | 5 | ? | -8
36 | COCCN(CCOC)S(=O)(=O)c1ccc(C(=O)Nc2c(C)n(C)n(-c3ccccc3)c2=O)cc1 | 1 | 1% | -2
37 | O=c1cc(COn2nnc3ccc(C(F)(F)F)cc32)nc2sccn12 | 5 | ? | -3
38 | Cc1ccccc1CSCc1nc(N)nc(Nc2ccccc2C)n1 | 49* | 21% | 85*
39 | CN(C)CCNc1ncnc2sc(-c3ccccc3)cc12 | 4 | ? | 14
40 | O=C(NC(N1CCOCC1)C(Cl)(Cl)Cl)c1ccc(F)cc1 (configuration not stated) | -1 | -4% | -18
41 | Cc1cccc(N(CC(=O)N2CCCCCC2)S(C)(=O)=O)c1C | -1 | 0% | 6
42 | N#Cc1ccccc1NC(=O)COc1ccc2c(c1)OCO2 | 47* | 121%[activator] | 93*
43 | CC(=O)N1c2ccc(S(=O)(=O)NCCC(=O)Nc3ccc(C)c(Cl)c3)cc2CC1C (configuration not stated) | 7 | 8% | -8
44 | COC(C(=O)Nc1ccccc1C(=O)N1CCOCC1)c1ccccc1 (configuration not stated) | -1 | 98%[activator] | -9
45 | Cc1ccc(CNC(=O)C2CC3Cn4c(nc5ccccc54)C3N2C)o1 (configuration not stated) | · | -21% | ·

No. | Sm TGR block | Giardia FBPA inh | Pf growth 96h
31 | -33% | -23% | 16%
32 | 1% | -1% | -4%
33 | 5% | 5% | -18%
34 | -2% | 4% | ?
35 | 3% | · | ?
36 | 3% | 6% | 3%
37 | -9% | -6% | -2%
38 | -7% | 2% | -18%
39 | 6% | 7% | ?
40 | · | 0% | 9%
41 | -25% | 2% | 0%
42 | -6% | 4% | 8.3µM*
43 | -2% | 1% | -32%
44 | -6% | · | -5%
45 | 35µM* | · | 26%

Another view of some results above.
Results follow in this order: Cycloheximide cs | Pf growth 48h | Shiga inhibitor | Sm TGR block | Giardia FBPA inh | Pf growth 96h
(37) O=c1cc(COn2nnc3ccc(C(F)(F)F)cc32)nc2sccn12
 : 5 | ? | -3 | -9% | -6% | -2%
(43) CC(=O)N1c2ccc(S(=O)(=O)NCCC(=O)Nc3ccc(C)c(Cl)c3)cc2CC1C (configuration not stated)
 : 7 | 8% | -8 | -2% | 1% | -32%
(34) CCCC(C)C(=O)Nc1ccc(S(=O)(=O)N2CCCC2)cc1 (configuration not stated)
 : -4 | -14% | 2 | -2% | 4% | ?
(41) Cc1cccc(N(CC(=O)N2CCCCCC2)S(C)(=O)=O)c1C
 : -1 | 0% | 6 | -25% | 2% | 0%
(44) COC(C(=O)Nc1ccccc1C(=O)N1CCOCC1)c1ccccc1 (configuration not stated)
 : -1 | 98%[activator] | -9 | -6% | · | -5%

Additional results follow.
No. | Compound | Cycloheximide cs | Pf growth 48h | Shiga inhibitor
46 | Nc1ccc(C(=O)Nc2ccc3nc(-c4cccnc4)[nH]c3c2)cc1 | -1 | ? | -12
47 | COc1ccccc1Sc1ccccc1CC(C)N (configuration not stated) | -5 | ? | -3
48 | Cc1ccc(-c2c(C(=O)N3CCOCC3)oc(=O)c3ccccc23)cc1 | 2 | · | 9
49 | Cc1ccc(S(=O)(=O)Nc2nc(C)c(C(=O)NNS(=O)(=O)c3ccccc3)s2)cc1 | -1 | 1% | -13
50 | COc1cc(-c2[nH]ncc2CN2CCCC2c2nonc2C)cc(OC)c1OC (configuration not stated) | -4 | -13% | 17
51 | O=C(COC(=O)c1nc(Cl)ccc1Cl)NCc1cccs1 | · | 10% | ·
52 | CCCCn1c(O)c(C(C)=Nc2c(C)n(C)n(-c3ccccc3)c2=O)c(=O)[nH]c1=O | -4 | 9% | -14
53 | CC[C@H](C)[C@H](NC(=O)[C@H](CC(C)C)NC(=O)[C@@H](N)CO)C(=O)NCC(=O)N[C@@H](CCCCN)C(=O)N[C@H](C(=O)O)C(C)C | -4 | · | 12
54 | OCCN1CCN(C(=S)Nc2cccc(C(F)(F)F)c2)CC1 | -4 | -9% | 3
55 | Cc1nc2ccc(C(=O)N3CCN(c4ccccc4)CC3)cc2s1 | -2 | ? | 12
56 | CC(C)(C)n1nc2c(c1NC(=O)c1cc3ccccc3o1)CS(=O)(=O)C2 | 5 | 20% | 29
57 | O=C1c2ccccc2NC(c2ccc(-c3ccc(F)cc3)o2)N1O (configuration not stated) | · | 105%[activator] | ·
58 | Cc1cc(NC(=S)N(Cc2cccc(Br)c2)CC2CCC(C(=O)O)CC2)ccc1Cl (configuration not stated) | -4 | 7% | -3
59 | CNS(=O)(=O)c1cccc(C(=O)OCC(=O)N2CCCC2)c1 | 5 | 36% | -6
60 | CC(c1n[nH]c(=S)n1-c1ccccc1)N1CCCCC1 (configuration not stated) | -2 | -6% | -7

No. | Sm TGR block | Giardia FBPA inh | Pf growth 96h
46 | 11% | -10% | 57%[activator]
47 | -15% | -9% | ?
48 | 25% | 14% | ?
49 | 1% | 9% | 0%
50 | ? | 4% | 36%[activator]
51 | -1% | · | 21%
52 | -25% | -1% | ?
53 | · | 3% | ·
54 | -12% | ? | 97%[activator]
55 | -2% | 6% | -6%
56 | 1% | 0% | 0%
57 | ? | · | 62%[activator]
58 | 1% | 5% | -6%
59 | 1% | -2% | 37%[activator]
60 | 4% | -10% | 6%

No. | Compound | Cycloheximide cs | Pf growth 48h | Shiga inhibitor
61 | COc1ccc(C(=O)CCNc2cccc(Cl)c2)cc1 | 9 | 117%[activator] | 24
62 | O=C1SC(SCc2ccccc2)=N/C1=C\c1ccco1 | 24 | 8% | 48*
63 | COc1ccc(/C=C2\N=C(SC)N(C)C2=O)cc1 | 12* | 15% | 18
64 | COc1ccc(C(=O)Nc2c(C)ccc3nsnc23)cc1[N+](=O)[O-] | -2 | 30%[activator] | -3
65 | O=C1NCCCCC1NS(=O)(=O)c1cccc(C(F)(F)F)c1 (configuration not stated) | 2 | 16% | -5
66 | COc1ccc(/C=N/Nc2nc(-c3ccc(Cl)cc3)cc(C(F)(F)F)n2)cc1OC | 11 | ? | 12
67 | CCOC(=O)c1ccccc1NC(=O)COC(=O)C(CC(C)C)NC(N)=O (configuration not stated) | -3 | 5% | -10
68 | COC(=O)CN1C(=O)CSc2ncccc21 | -4 | 19% | 7
69 | Cc1ccc(/C=N/NC(=O)c2c(-c3ccccc3)noc2C)c(O)c1 | 7 | ? | -11
70 | N/C(=N\OC(=O)COc1ccc(Br)cc1Cl)c1ccncc1 | 88* | 305%[activator] | 121*

No. | Sm TGR block | Giardia FBPA inh | Pf growth 96h
61 | 45µM* | 1% | ?
62 | ? | -13% | ·
63 | 10% | -12% | 0%
64 | -12% | 3% | 36%[activator]
65 | 14% | 14% | 19%
66 | -4% | -1% | ?
67 | 7% | 0% | 17%
68 | 52%[activator] | -2% | 1%
69 | -20% | · | ?
70 | -10% | 7% | 4%
